Compound activity from PubChem BioAssay.
STAT3 blocker: IL-6 driven STAT3 reporter inhibitors, primary screen, U3A cells, luciferase, luminescence, MLSCN library. IL-6 STAT3-luciferase reporter; host cell line lacks STAT1. inhibition, % at 5.5 µM. actives 0.89% (n = 190,000). AID 862, 2007;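 active = inhibition above the mean inhibition across all screened compounds plus 3 SD, cut at about 44% in these data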;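 note: 0% = DMSO only wells and 100% = 100 µM nifuroxazide control wells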
ROMK primary: ROMK potassium channel modulators, primary screen, cell-based, thallium flux, MLSMR library | ATP-sensitive inward rectifier potassium channel 1 (Homo sapiens), P48048 | Tet-inducible ROMK, thallium flux fluorescence; actives lie on both sides | B-score at 10 µM | actives 2% (n = 130,000) | AID 1918, 2009;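 active = signal ratio slope over the read window, or its plate-corrected B-score, at least 3 SD from the plate mean, either direction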;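 note: B-score of the F/F0 ratio slope over 7 to 12 s after thallium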
bIAP act: bovine intestinal alkaline phosphatase activators, primary screen, biochemical, bovine IAP, CDP-star luminescence; purified bovine IAP, 30 min; hits give high values; fold of DMSO-control signal, blank-subtracted; activation factor at 20 µM; actives 0.17% (n = 200,000); AID 1016, 2008;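 active = activation factor of 2 or more at 20 µM, a signal rise over negative controls twice the positive control's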
bIAP inhibitor: bovine intestinal alkaline phosphatase inhibitors, primary screen, selectivity assay for TNAP inhibitor project, biochemical, bovine IAP, CDP-star luminescence; inhibition, % at 20 µM; AID 1019, 2008; alkaline phosphatase, intestinal [Bos taurus]; 190,000 tested, under 10 active; purified bovine IAP, 30 min;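 active = over 50% inhibition of intestinal alkaline phosphatase at 20 µM in the single-dose screen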
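System: purified bovine intestinal alkaline phosphatase (IAP) enzyme; Input: IAP diluted 1/65,000,000 in the well; Measured by: CDP-star luminescence signal; Compound dosing: 20 µM single dose; Incubation: 30 min reaction at room temperature.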
TNAP act hi DEA: TNAP activators at high phosphate acceptor level, primary screen, biochemical, luminescence, uHTS | AID 1136, 2008 | activation factor at 20 µM | 200,000 tested, under 10 active | purified TNAP, CDP-star luminescence, 1 M DEA, 30 min; hits give high values; 0 = EDTA background, 1 = DMSO-only activity | Alkaline phosphatase, tissue-nonspecific isozyme (Homo sapiens), P05186;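 active = activation factor at least 2 at 20 µM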
Target sequence (P05186 whole entry, looked up): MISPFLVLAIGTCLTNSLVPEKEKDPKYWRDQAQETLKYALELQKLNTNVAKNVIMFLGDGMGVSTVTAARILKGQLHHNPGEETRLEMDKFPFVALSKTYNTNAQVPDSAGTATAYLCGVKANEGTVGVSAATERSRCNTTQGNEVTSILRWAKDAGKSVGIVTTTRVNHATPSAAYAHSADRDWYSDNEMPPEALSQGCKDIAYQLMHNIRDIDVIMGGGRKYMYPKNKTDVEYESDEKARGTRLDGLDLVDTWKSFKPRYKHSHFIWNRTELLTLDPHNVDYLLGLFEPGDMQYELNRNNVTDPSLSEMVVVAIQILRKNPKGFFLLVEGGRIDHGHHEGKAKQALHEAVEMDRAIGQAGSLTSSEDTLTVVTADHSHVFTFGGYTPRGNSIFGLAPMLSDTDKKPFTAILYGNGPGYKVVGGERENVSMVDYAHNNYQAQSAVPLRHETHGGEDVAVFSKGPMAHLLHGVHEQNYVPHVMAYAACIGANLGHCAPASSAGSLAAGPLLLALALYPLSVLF
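Dosing: 20 µM single point. System: human TNAP. Amount: TNAP 1/800 final. Incubation: 30 min, room temperature. Read-out: TNAP activation factor scaled between EDTA and DMSO control wells. Signal: luminescence from CDP-star hydrolysis. Medium: 1 M DEA, pH 9.8, Mg2+, Zn2+. Control set: EDTA negative control, DMSO positive control.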
PPARg SRC-3 ag: PPARgamma agonists recruiting SRC-3 coactivator, primary screen, biochemical; biochemical PPARgamma/SRC-3 coactivator recruitment assay; actives 0.26% (n = 200,000); AID 731, 2007; activation, % at 8 µM; in the data active = activation above about 23%;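 note: 0% = DMSO and 100% = reference agonist; some compounds past the cut are filed as inactive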
Target sequence (P37231 whole entry, looked up): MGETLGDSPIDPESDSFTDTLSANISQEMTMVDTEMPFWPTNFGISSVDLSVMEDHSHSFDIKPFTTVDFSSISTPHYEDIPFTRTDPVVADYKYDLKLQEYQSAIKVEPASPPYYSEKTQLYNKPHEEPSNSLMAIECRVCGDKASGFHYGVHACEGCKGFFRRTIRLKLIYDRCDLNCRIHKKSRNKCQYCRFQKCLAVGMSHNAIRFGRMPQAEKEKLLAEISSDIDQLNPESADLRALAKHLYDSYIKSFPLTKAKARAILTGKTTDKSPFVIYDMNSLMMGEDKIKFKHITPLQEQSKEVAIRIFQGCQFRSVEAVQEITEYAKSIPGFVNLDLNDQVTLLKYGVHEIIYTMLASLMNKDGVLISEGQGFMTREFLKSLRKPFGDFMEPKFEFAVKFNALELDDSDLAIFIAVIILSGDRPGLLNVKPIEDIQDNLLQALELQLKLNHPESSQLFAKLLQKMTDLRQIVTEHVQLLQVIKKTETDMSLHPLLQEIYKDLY
PPARg SRC1 recr: PPARgamma agonists recruiting SRC-1 coactivator, primary screen, biochemical; Peroxisome proliferator-activated receptor gamma (Homo sapiens), P37231; PPARgamma-SRC-1 coactivator recruitment biochemical assay; activation, % at 8 µM; actives 0.41% (n = 200,000); in the data active = activation above about 19%;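 note: 0% = DMSO and 100% = reference agonist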
STAT3 act: IL-6 driven STAT3 reporter potentiators, primary screen, U3A cells, luciferase, luminescence, MLSCN library | activation (% of control), % at 5.6 µM | actives 0.91% (n = 190,000) | IL-6 STAT3-luciferase reporter; 100% = signal with IL-6 EC80 alone | AID 871, 2007;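 active = activation above the screen-wide mean of compound activation plus 3 SD, cut at about 130% in these data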;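 note: 0% = background luminescence of wells with medium and substrate only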
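Assay system – human STAT1-deficient U3A cells with stable STAT3-luciferase reporter · Also added – IL-6 (33 ng/mL) · Schedule – compound 1 h, then IL-6 6 h at 37 °C · Technique – reporter luminescence signal · Evaluation – % activation versus median of IL-6-stimulated wells · Benchmarks – IL-6-only wells as 100% reference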
TR-FRET SRC-2 ct: TR-FRET signal artefacts, primary screen, artefact control for PPARgamma SRC-2 agonist project, biochemical; TR-FRET artefact counter-screen; hits give high values; TR-FRET ratio at 8 µM; actives 0.4% (n = 200,000); AID 1049, 2008; in the data active = TR-FRET ratio above about 2000; note: inactives centre near 1500
PPARg SRC-2 ag: agonists of PPARg-SRC-2 recruitment, primary screen, biochemical, HTS; AID 1032, 2008; PPARgamma LBD-SRC-2 recruitment; activation, % at 8 µM; Peroxisome proliferator-activated receptor gamma (Homo sapiens), P37231; actives 0.34% (n = 200,000); in the data active = activation above about 22%;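 note: 0% = vehicle and 100% = reference agonist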
STAT1 blocker: STAT1 signaling inhibitors, primary screen, cell-based, HTS, luciferase reporter. NIH 3T3 STAT1-luciferase reporter, IFN-gamma, luminescence. inhibition, % at 5.5 µM. actives 0.35% (n = 200,000). AID 920, 2007;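 active = inhibition above a set limit, the mean inhibition across all tested compounds plus 3 SD, cut at about 34% in these data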;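 note: 0% = IFN-gamma with DMSO and 100% = IFN-gamma with 300 µM nifuroxazide; values of inactives mirror those of a sister screen read the other way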
An asterisk follows results filed as active; nt = no result given.

smiles,STAT3 blocker,ROMK primary,bIAP act,bIAP inhibitor,TNAP act hi DEA,PPARg SRC-3 ag,PPARg SRC1 recr,STAT3 act,TR-FRET SRC-2 ct,PPARg SRC-2 ag,STAT1 blocker
COc1ccccc1-c1c(C)nn2c(N3CCCCCC3)cc(C)nc12,12,nt,1,0,1.1,10,5,94,1518,10,13
COc1ccc([N+](=O)[O-])cc1/C=N/NC(=O)CNC(=O)c1cccc(F)c1,4,nt,1.3,-26,0.9,0,5,96,1406,-5,-2
CCOC(=O)c1ccc(NC(=O)CCC(CC)C(=O)O)cc1 (stereo unspecified),3,0.68,1,5,1,-8,2,102,1456,3,-1
Cc1onc(-c2c(F)cccc2Cl)c1C(=O)N1CCc2ccccc21,8,0.45,1,4,1,2,-3,99,1503,5,0
O=c1oc(-c2ccccc2F)nc2c1cnn2-c1ccccc1,8,-0.085,0.8,15,1,24,23*,97,1482,18,4
COc1cc(/C=C2/S/C(=N/S(=O)(=O)c3ccccc3)NC2=O)c([N+](=O)[O-])cc1OC,-18,0.028,1,5,1,-5,4,122,1413,9,-5
CC(C)(C)NCC(O)Cn1cc(C=O)c2ccccc21 (stereo unspecified),2,1.3,1,-1,1,-1,1,102,1407,4,-23
CCOc1ncccc1C(=O)OCC(=O)c1cccs1,-2,-0.21,0.9,11,1,-6,0,107,1593,1,-7
COc1ccc(C(O)c2coc3ccc(O)c(CN(C)C)c23)cc1 (stereo unspecified),10,nt,0.9,6,1,10,2,95,1590,1,-5
Cc1ccc(OCCNC(=O)c2cc(-n3cnnc3)ccc2Cl)cc1C,11,nt,1,2,1.1,0,2,95,1616,5,11
CCc1nc2ccccc2n(CC)c1=O,-3,nt,0.9,11,1,0,6,108,1711,5,4
CCc1ccc(NC(=O)Cn2c(=O)oc3cc(S(=O)(=O)N4CCOCC4)ccc32)cc1,16,nt,1.2,-18,1,3,3,93,1497,-5,10

Later entries:
smiles,STAT3 blocker,ROMK primary,bIAP act,bIAP inhibitor,TNAP act hi DEA,PPARg SRC-3 ag,PPARg SRC1 recr,STAT3 act,TR-FRET SRC-2 ct,PPARg SRC-2 ag,STAT1 blocker
CCC(=O)Nc1ccc(C(=O)OCc2ccc(Cl)c(Cl)c2)cc1,13,0.0082,0.9,6,1,6,10,88,1753,3,2
N#CC1=C(N)c2ccccc2CC12CCCCC2,10,-0.76,0.4,nt,1,-2,-2,95,1479,8,3
O=C(Nc1nnc(-c2cccs2)s1)C1CC1,1,-0.062,1.1,-10,1.1,8,0,101,1690,10,-34
CC(C)CCN(C)C1CCN(S(=O)(=O)c2cccc(C(F)(F)F)c2)CC1,6,-2.9*,1.1,-5,1,-1,-4,101,1627,2,2
O=C(c1ccccc1)N1CCN=C1c1ccccc1,2,-0.24,0.9,8,1,-4,1,96,1520,0,-1
Cc1cc(Cl)ccc1OCCCC(=O)NN,2,1.6,1,0,1,-1,7,102,1468,14,5
CCOc1cc(NC(=S)Nc2ccccc2)c(OCC)cc1NC(=O)c1ccc(OC)cc1,16,nt,0.9,8,1,6,12,91,1660,4,4
CCOC(=O)C(C)Oc1ccsc1C(=O)OC (stereo unspecified),-2,nt,1,-5,1,-10,-1,104,1309,-3,2
O=C(CNS(=O)(=O)c1ccc(C(=O)N2CCCCC2)cc1)N1CCCCC1,16,0.24,1.1,-6,1,5,9,90,1655,10,7
Cn1nc(C(F)(F)F)c2cc(NC(=O)OCc3ccc(C(C)(C)C)cc3)sc21,8,0.0038,1.3,-31,1.1,3,-5,97,1416,5,-4
CCN(CC)S(=O)(=O)c1ccc2nnn(OCC(=O)Nc3cccc(C#N)c3)c2c1,6,nt,0.8,21,1,-2,-6,98,1535,-4,3
CCOC(=O)CSc1nnc(CNC(=O)c2ccc(OC)cc2)n1-c1ccc(OC)cc1,3,-0.54,1.1,-11,1,5,8,100,1626,14,2

Next entries.
smiles,STAT3 blocker,ROMK primary,bIAP act,bIAP inhibitor,TNAP act hi DEA,PPARg SRC-3 ag,PPARg SRC1 recr,STAT3 act,TR-FRET SRC-2 ct,PPARg SRC-2 ag,STAT1 blocker
CCCCCN1C2=NCCN2c2ccccc21,5,nt,1.1,-6,1,11,4,98,1498,6,6
C=CCn1c(-c2ccc(OC)cc2)nc2nc3ccccc3nc21,-11,-1.5,1,1,1,1,-7,114,1571,4,-13
COc1ccc(N2C(=O)C3CCCN3C2c2cccs2)cc1 (stereo unspecified),6,nt,1,2,1,4,10,102,1629,1,-2
CCOC(=O)CN(C(=O)CSc1nnc(COc2ccc(OC)cc2)n1C)c1ccccc1,-4,nt,1.1,-6,1,-3,-12,108,1440,-8,-10
CCN1CCCC1Cn1cnc2c([nH]c3cc(OC)ccc32)c1=O (stereo unspecified),5,0.11,1,3,1,14,2,100,1483,18,-7
CC1CN=C(c2cccn2Cc2ccc(F)cc2Cl)O1 (stereo unspecified),-3,-0.75,1,5,1,1,17,105,1687,-1,2
Cc1cccnc1NC(=O)c1ccc2nc(N)sc2c1,-18,-0.26,0.9,9,1,-1,-1,113,1523,13,3
Cc1nnc2c3ccccc3c(Cl)nn12,17,1.2,1,-5,1.1,1,-6,88,1452,-9,8
Cc1nc2c(C(=O)N3CCOCC3)cnn2c(C)c1Cc1ccc(Cl)cc1,19,nt,1,-1,1.1,5,-2,93,1649,6,0
COC(=O)c1c(NC(=O)c2cccnc2)sc(C)c1C,15,-0.063,1,0,1,-2,3,93,1474,8,3
Cc1csc2nc(=O)c3ccccc3n12,5,nt,0.9,8,1,-1,2,98,1489,-2,-5
O=C(C1CCN(S(=O)(=O)c2ccc(-n3cnnn3)cc2)CC1)N1CCN(c2ccccc2)CC1,1,nt,1,-1,1.1,-12,-4,102,1457,-8,-1

Record cards, as listed above. Screens in order: STAT3 blocker, ROMK primary, bIAP act, bIAP inhibitor, TNAP act hi DEA, PPARg SRC-3 ag, PPARg SRC1 recr, STAT3 act, TR-FRET SRC-2 ct, PPARg SRC-2 ag, STAT1 blocker
CCOc1cc(NC(=S)Nc2ccccc2)c(OCC)cc1NC(=O)c1ccc(OC)cc1 reads 16, nt, 0.9, 8, 1, 6, 12, 91, 1660, 4, 4
Cc1ccc(OCCNC(=O)c2cc(-n3cnnc3)ccc2Cl)cc1C reads 11, nt, 1, 2, 1.1, 0, 2, 95, 1616, 5, 11

Going on with the list.
smiles,STAT3 blocker,ROMK primary,bIAP act,bIAP inhibitor,TNAP act hi DEA,PPARg SRC-3 ag,PPARg SRC1 recr,STAT3 act,TR-FRET SRC-2 ct,PPARg SRC-2 ag,STAT1 blocker
COc1ccc(C(CC(=O)Nc2cc(OC)cc(OC)c2)n2cccc2)cc1 (stereo unspecified),-2,1.5,0.9,10,1.1,1,1,102,1700,5,0
Cc1cc(C)n(-c2cccc(CN(C)Cc3nc(-c4cnccn4)no3)c2)n1,2,1.2,1,3,1,3,-2,102,1527,6,-6
C=CCn1c(N2CCCC2)nc2c1c(=O)[nH]c(=O)n2C,-6,-0.33,0.9,11,1,-1,7,106,1591,1,4
COc1ccc(C(=O)NNC(=S)NC(=O)c2cc(-c3ccccc3)nc3ccccc23)cc1,-3,nt,1,-3,1,-5,3,104,1572,-2,0
Cc1cccc(N/C(N)=N/c2nc(C(F)(F)F)cc(=O)[nH]2)c1C,-6,0.8,0.9,7,1,2,-1,107,1539,3,-2
O=C(CN1CCOCC1)NNC(=S)Nc1ccccc1,3,1.7,1.5,-52,1,-4,6,101,1460,3,2
O=C(CCc1ccccc1)c1ccc2c(c1)OCCCO2,-2,nt,1,0,1,-2,0,103,1614,6,-26
CCOc1ccc(C(=O)NC(=S)Nc2cccc(NC(=O)c3ccco3)c2)cc1[N+](=O)[O-],1,nt,0.7,28,1,5,4,96,1442,2,-4
CCCCc1cc(=O)oc2cc(OCC(=O)N(CC)CC)c(Cl)cc12,-4,nt,1,4,1,2,7,103,1517,3,4
CCOc1ccc(OCC)c(NC(=O)CNS(=O)(=O)c2cccs2)c1,8,0.38,0.9,8,1.1,-2,-9,96,1501,-6,6
CC1CCN(S(=O)(=O)c2ccc(S(=O)(=O)NCc3ccccc3)cc2)CC1,2,0.68,0.7,34,1,-9,-3,103,1415,-2,5
CC1(C)CC(C)(c2ccc(O)cc2O)N(c2ccc3ccccc3c2)C(=S)N1 (stereo unspecified),-1,-2.7,0.8,17,1,11,-6,104,1570,13,-1
O=C1C2C3C=CC(C3)C2C(=O)N1c1cccnc1 (stereo unspecified),-7,0.8,0.9,8,1,2,0,105,1469,0,13
CCOC(=O)N1CCN(C(=O)/C(=C/c2cccs2)NC(=O)c2cccs2)CC1,4,-0.097,1.2,-19,1,2,-1,100,1511,-4,-10
COc1cnc(SCC(=O)O)[nH]c1=O,9,nt,1,-2,1,2,12,95,1625,6,-2
